Rin1-Abl PPI inh = inhibitors of Rin1-Abl protein binding, primary screen, biochemical, TR-FRET | Tyrosine-protein kinase ABL1 (Homo sapiens) + Ras and Rab interactor 1 (Homo sapiens), … | inhibition, % at 7.35 µM | 0.4% of 360,000 active | AID 588664, 2011; in the data active means inhibition above about 5%, passing the limit was not always enough
NRP1-CendR mod = modulators of CendR peptide binding to NRP-1, primary screen, biochemical, fluorescence polarization, uHTS. AID 602438, 2012. inhibition, % at 25 µM. 0.85% of 360,000 active. Neuropilin-1 (Homo sapiens), O14786. FAM-RPARPAR peptide binding to NRP-1;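 active means inhibition or corrected inhibition above about 18%, plus a signal ratio from 0.5 to 1.5, limit read from the data, passing the limit was not always enough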; further: strong numbers were not always called active
E coli Lon inh = inhibitors of E. coli Lon protease, primary screen, biochemical, fluorescence polarization | P0A9M0 | purified E. coli Lon protease | inhibition, % at 7.94 µM | 0.42% of 360,000 active | AID 602123, 2011; in the data active means inhibition above about 13%, passing the limit was not always enough;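 further: 0% = enzyme with probe and DMSO and 100% = no enzyme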
MsrA inh = bovine MsrA enzyme inhibitors, primary screen, biochemical, absorbance, HTS; Methionine sulfoxide reductase A (Bos taurus); purified bovine MsrA, absorbance read-out; inhibition, % at 15.5 µM; 0.75% of 360,000 active; AID 651718, 2012; in the data active means inhibition above about 4.5%;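 further: 0% = vehicle wells with enzyme and 100% = reference inhibitor wells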
FAS-TE inh = FAS thioesterase domain inhibitors, primary screen, biochemical, fluorescence intensity, uHTS | Fatty acid synthase (Homo sapiens), P49327 | recombinant FAS-TE, OMFH fluorogenic substrate, fluorescence endpoint | inhibition, % at 15 µM | 0.67% of 360,000 active;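 active means compounds whose normalised, plate-corrected inhibition of enzyme fluorescence in the single-dose primary screen is 50% or more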;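 further: 0% = DMSO with enzyme and 100% = substrate without enzyme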
bovine MsrA act = bovine MsrA enzyme activators, primary screen, biochemical, absorbance, HTS; purified bovine MsrA, absorbance read-out; AID 602163, 2012; activation, % at 10.6 µM; 0.3% of 360,000 active; in the data active means activation above about 7.5%;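 further: 0% = vehicle and 100% = reference activator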
MT1-MMP act inh = blockers of MT1-MMP proenzyme processing, primary screen, HT1080 RFP-PRO-GFP cells, GFP/RFP fluorescence | GFP/RFP ratio fluorescence, overnight; percent of plate control window, DMSO zero | GFP/RFP ratio change, % at 20 µM | 0.061% of 360,000 active | AID 651647, 2012;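 active means GFP/RFP ratio change of at least 30% with cell ATP level not reduced by more than half and red fluorescence within 50% of control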; further: strong numbers were not always called active
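Assay system: HT1080 RFP-PRO-GFP cells. Benchmarks: DMSO vehicle wells and RFP-L50D-GFP reporter cell wells. Times: overnight cell settling, then overnight compound exposure, 37 °C, 5% CO2. Compound: 20 µM single dose, 1% DMSO. Read-out basis: GFP/RFP fluorescence ratio.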
Neddylation inh = inhibitors of cullin neddylation, primary screen, biochemical, TR-FRET, uHTS, NAE and Ubc12 | calls only at 25 µM | 0.58% of 360,000 active | AID 651699, 2012; in the data active means inhibition above about 36%
Target sequence (P61081 whole entry, looked up): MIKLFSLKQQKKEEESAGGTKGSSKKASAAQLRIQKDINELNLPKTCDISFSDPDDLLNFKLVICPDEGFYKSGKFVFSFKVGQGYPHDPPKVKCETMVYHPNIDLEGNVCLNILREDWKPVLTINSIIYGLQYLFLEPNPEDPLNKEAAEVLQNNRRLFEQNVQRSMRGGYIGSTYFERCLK
Target sequence (Q13564 whole entry, looked up): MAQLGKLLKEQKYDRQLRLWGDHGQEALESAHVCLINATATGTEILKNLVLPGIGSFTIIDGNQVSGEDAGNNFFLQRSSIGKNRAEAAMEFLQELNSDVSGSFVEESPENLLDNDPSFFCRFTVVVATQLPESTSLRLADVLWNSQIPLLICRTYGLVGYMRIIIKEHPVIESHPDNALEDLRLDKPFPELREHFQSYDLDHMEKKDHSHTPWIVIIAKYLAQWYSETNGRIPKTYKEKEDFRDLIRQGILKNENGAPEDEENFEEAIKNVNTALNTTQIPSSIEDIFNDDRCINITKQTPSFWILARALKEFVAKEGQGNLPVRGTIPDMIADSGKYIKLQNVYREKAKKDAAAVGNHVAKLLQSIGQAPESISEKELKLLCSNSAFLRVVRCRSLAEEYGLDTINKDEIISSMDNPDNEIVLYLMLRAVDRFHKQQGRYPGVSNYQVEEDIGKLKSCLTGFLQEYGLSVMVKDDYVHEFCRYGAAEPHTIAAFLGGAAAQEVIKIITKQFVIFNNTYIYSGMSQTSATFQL
SKN-1 block = suppressors of acrylamide-induced Pgst-4::GFP reporter in worms, primary screen, SKN-1 inhibitor project, whole organism, uHTS, GFP/RFP fluorescence ratio, strain VP596. inhibition, % at 21.8 µM. C. elegans VP596 Pgst-4::GFP/RFP ratio, 24 h. 0.49% of 360,000 active;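 active means interference check ratio from 0.5 to 1.5 plus GFP to RFP signal ratio inhibition reaching or exceeding a fixed threshold, cut at about 30% in these data, passing the limit was not always enough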; further: some compounds called inactive have numbers as strong as hits
Numbers without * were called inactive; i = inactive; · = no result given.

A first look (3 entries):
SMILES	Rin1-Abl PPI inh	NRP1-CendR mod	E coli Lon inh	MsrA inh	FAS-TE inh	bovine MsrA act	MT1-MMP act inh	Neddylation inh	SKN-1 block
COC(=O)c1ccc2nc3c(cc2c1)[C@@H]1CCN2C(=O)CCC[C@H](C3)[C@H]12	-2	-3	-4	1.3	-12	-2	0	i	5
Cc1onc(-c2c(Cl)cccc2Cl)c1C(=O)NC1C(=O)N2C1SC(C)(C)C2C(=O)O (stereo not drawn)	2	-2	-1	-2.0	-2	-6	-6	i	7
CCS(=O)(=O)c1ccc2oc(=O)c(/C=C(\O)c3ccc(Cl)cc3)nc2c1	-2	-36	0	0.2	-8	-2	2	i	3

The whole of this part, previewed entries included:
SMILES	Rin1-Abl PPI inh	NRP1-CendR mod	E coli Lon inh	MsrA inh	FAS-TE inh	bovine MsrA act	MT1-MMP act inh	Neddylation inh	SKN-1 block
COC(=O)c1ccc2nc3c(cc2c1)[C@@H]1CCN2C(=O)CCC[C@H](C3)[C@H]12	-2	-3	-4	1.3	-12	-2	0	i	5
Cc1onc(-c2c(Cl)cccc2Cl)c1C(=O)NC1C(=O)N2C1SC(C)(C)C2C(=O)O (stereo not drawn)	2	-2	-1	-2.0	-2	-6	-6	i	7
CCS(=O)(=O)c1ccc2oc(=O)c(/C=C(\O)c3ccc(Cl)cc3)nc2c1	-2	-36	0	0.2	-8	-2	2	i	3
COc1ccc(NC(=O)/C=C/c2ccccc2[N+](=O)[O-])c(OC)c1	-1	-4	3	1.4	18	-4	5	i	-5
CC1=C(C(=O)N(C)C)CC(CC(=O)NCc2cccc3ccccc23)C(=O)N1CCCN1CCCC1=O (stereo not drawn)	2	-15	-2	0.1	-9	-10	-5	i	2
Cc1cc(C(=O)N2CCN(Cc3ccc4c(c3)OCO4)CC2)on1	1	8	-5	0.0	-4	2	0	i	7
Cc1ccc(S(=O)(=O)CCC(=O)OCC(=O)NC(C)c2ccccc2)cc1 (stereo not drawn)	-2	4	5	-0.6	-5	0	-1	i	1
C#CCNC(=O)C[C@@H]1C[C@@]2(C(=O)OCC)CCCC=C2N(CCCCCCCC)C1=O	·	8	-4	-1.1	11	1	7	i	14
CCOC(=O)/C(C#N)=N/Nc1ccc(S(=O)(=O)N2CCc3ccccc32)cc1	-4	6	-8	1.7	29	-3	-11	i	-3
O=C(OC(c1ccccc1)c1nccc2ccccc12)c1ccccc1 (stereo not drawn)	6	3	-8	0.5	26	-7	-7	i	-4
Cc1ccc(NC(=O)COC(=O)COc2ccc3ccc(=O)oc3c2)cc1[N+](=O)[O-]	3	1	-18	0.1	-4	0	-2	i	19
CCc1nc(NCCO)c(C#N)c2c1CSC(C)(C)C2	1	-4	4	-0.3	-2	0	-1	i	7
CCOC(=O)C1=C(Cc2ccc(Cl)cc2)C(=O)c2ccccc2C1=O	3	-11	9	·	38	3	-66	i	74
CC1(C)CC(=O)C2=C(C1)N(c1ccc(F)cc1)C(=O)CC2c1ccsc1 (stereo not drawn)	2	2	8	0.5	4	-5	1	i	-17
CCCC(=O)N1CCC1(C)C(=O)NCc1ccc(C(C)C)cc1 (stereo not drawn)	-3	-9	-9	·	-11	-2	-1	i	15
CCc1cc(-c2n[nH]c(=S)n2N)n(C)n1	-3	8	2	0.1	-4	2	3	i	-9
O=c1cc(-c2ccccc2)c2c(O)cc(O)cc2o1	-5	6	9	3.7	-2	-7	1	i	-1
COc1ccc2c(c1)NC(C)(C)C=C2C	2	15	-7	-0.2	-2	-3	6	i	-6
C=CCNC(=O)/C(C#N)=C/c1ccc(C(=O)O)cc1	1	4	-6	2.2	-2	-2	4	i	17
O=C(CSc1ccccn1)N/N=C/c1c[nH]c2ccccc12	0	2	-3	1.8	-5	5	2	i	-3
O=C(COC(=O)C1CC2C=CC1C2)Nc1cccc(S(=O)(=O)N2CCCCC2)c1 (stereo not drawn)	-1	-2	-8	-0.6	14	-2	8	i	-1
O=C(CCc1c[nH]c2ccccc12)NCC1COc2ccccc2O1 (stereo not drawn)	-4	-4	-1	0.1	2	-3	5	i	5
Cc1cc(C)cc(N2C(=O)CSC2c2ccccn2)c1 (stereo not drawn)	2	-5	-3	1.1	-2	-3	1	i	-8
O=C(Nc1nc(-c2ccncc2)cs1)C1COc2ccccc2O1 (stereo not drawn)	-3	-8	-2	0.2	0	-1	3	i	-10
O=C(Nc1ccc(C(=O)O)cc1)/C(=C\c1ccco1)NC(=O)c1ccccc1Cl	0	-6	-12	2.3	-4	-6	1	i	18
COC(=O)c1ccc2c(c1)NC(=O)c1ccccc1S2	-2	-2	-13	-0.2	-1	-1	3	i	1
COC(=O)c1c(NC(=S)Nc2cc(OC)c(Cl)cc2OC)sc2c1CCCCC2	-1	16	-1	1.7	25	-7	4	i	8
CCOC(=O)CNC(=O)C(Cc1ccccc1)NS(=O)(=O)c1ccc2c(c1)CCC(=O)N2 (stereo not drawn)	1	-4	-2	1.0	-7	-3	4	i	3
COc1ccc(Cl)cc1NC(=O)c1cc(-c2cc(C)ccc2O)n[nH]1	2	0	6	0.7	-9	-6	9	i	-9
O=C(Nc1ccccc1)c1cccc(S(=O)(=O)NC2CCCC2)c1	-1	20	-7	2.5	2	4	3	i	4
O=C(NCc1ccncc1)C(=O)NCC1OCCN1S(=O)(=O)c1cc(F)ccc1F (stereo not drawn)	-3	-5	-4	0.9	-3	-2	-1	i	8
O=C1c2ccccc2-c2c1cccc2C(=O)N1CCCCC1	-1	12	-4	1.5	1	0	5	i	4
Cc1ccc(C)c(Cn2c3ccccc3c3cnn(CC(=O)NCCCN4CCCCC4)c(=O)c32)c1	-2	-1	-8	-0.4	-1	0	-5	i	14
Cc1noc(C)c1S(=O)(=O)Nc1ccc2c(c1)CC(=O)N([C@H](C)CO)C[C@H](C)[C@@H](CN(C)CC1CC1)O2	5	1	7	1.3	-10	-1	0	i	-4
O=C(Nc1ccc2nc(-c3cccnc3)[nH]c2c1)C12CC3CC(CC(C3)C1)C2	-3	7	0	1.3	-3	-2	5	·	21
Cc1cc(C)c(C(=O)CSc2n[nH]c(=O)n2C2CC2)cc1C	1	2	5	-1.0	-7	-1	-2	i	30
CCc1ccccc1NC(=O)CNC(=O)CCc1nc2sc3c(c2c(=O)[nH]1)CCCC3	0	-48	-26	-0.1	-2	-1	-5	i	-1
COCCOC(=O)C1=C(C)NC(=O)NC1c1cccc2ccccc12 (stereo not drawn)	-3	10	-6	0.8	-1	1	5	i	11
O=C(CC1CCCC1)NCCc1cn2ccccc2n1	-2	5	-7	0.4	-7	0	1	i	1
O=C(Nc1cc(Cl)ccc1Cl)c1noc2c1CCCC2	-1	-1	3	-1.1	-6	-3	5	i	-13
Cc1ccc(S(=O)(=O)NCCC(=O)O)cc1	2	2	-6	-0.6	-10	-11	·	i	1
Cc1cc(C)n(-c2nc(SCCN(C)C)c3c4c(sc3n2)COC(C)(C)C4)n1	-4	6	-8	0.6	-2	-5	-5	i	-21
COc1ccc(CNC(=O)CC(C)c2ccccc2)cc1 (stereo not drawn)	-1	1	-2	2.4	-1	-1	-2	i	6
O=C(COc1ncnc2c(Cl)cc(Cl)cc12)NCCC1=CCCCC1	4	-4	1	-0.2	14	1	0	i	13
CCOc1ccccc1C(=O)NCC(=O)Nc1ccc(-c2ccccc2)cc1	1	-10	-12	-0.1	-4	-4	-2	i	0
Cc1cc(C)cc(N(CC(=O)NC(C)(C)C)C(=O)CNC(=O)c2cccs2)c1	1	0	0	-0.8	-2	-4	-5	i	-2
CC#CC(=O)N1CCC(CCc2ccccc2)(C(=O)OCC)CC1	-2	5	3	0.9	-3	-2	-1	i	6
COC(=O)c1c(C)cc(OC(C)=O)c(C)c1OC(C)=O	-1	-6	7	-0.5	-2	-1	3	i	2
O=C(COc1ccc(N2C(=O)c3ccccc3C2=O)cc1)c1ccccc1	1	9	1	0.5	-7	-4	-2	i	4
O=C(Nc1cccc(-c2nn[nH]n2)c1)c1csc2c1CCCC2	0	6	-4	·	-4	-2	-5	i	-12
O=C(O)c1cccc(CSc2nnc(Cc3ccccc3)o2)c1	-2	0	2	-0.3	-7	-1	1	i	5
COc1ccc(OC)c(-n2nnnc2SCC(=O)O)c1	2	-6	-10	-0.6	-9	0	3	i	-1
Cc1ccccc1C(=O)c1cccn1CC(=O)NCc1ccccc1	-1	-3	4	-0.6	1	-3	-1	i	2
C=CCOc1ccc2ccccc2c1CNn1c(C)n[nH]c1=S	-2	3	-2	0.2	-2	2	-3	i	4
Cc1ccc(/C=N/NC(=O)CNC(=O)c2cccc([N+](=O)[O-])c2C)o1	2	-7	2	3.0	1	-5	5	i	-1
NS(=O)(=O)c1cccc(NC(=O)c2cccs2)c1	-1	-8	6	0.2	-4	-2	3	i	-7
COc1ccc(NC(=O)COC(=O)Cn2nnc3ccccc32)cc1	2	8	-7	-0.1	-6	-5	-3	i	0
COc1cc(CN(C2CCCCC2)S(=O)(=O)c2ccc(S(=O)(=O)N(C)C3CCCCC3)cc2)cc(OC)c1OC	0	6	1	1.9	21	-3	-4	i	1
CN(C(=O)CCc1nnc(CCCCc2ccccc2)o1)C1CCOCC1	-3	-1	4	0.6	1	-1	0	i	0
CC1(N(O)C=C2C=CC(=O)C=C2)CCCCC1=O (stereo not drawn)	0	2	3	1.5	-5	-9	4	i	-8

(listing goes on)
SMILES	Rin1-Abl PPI inh	NRP1-CendR mod	E coli Lon inh	MsrA inh	FAS-TE inh	bovine MsrA act	MT1-MMP act inh	Neddylation inh	SKN-1 block
Cc1cc(C(=O)N2CCCC(C(=O)c3ccc4ccccc4c3)C2)n(C)n1 (stereo not drawn)	1	4	5	-0.9	0	-3	-1	i	9
CN(CC(=O)O/N=C(\N)c1ccc([N+](=O)[O-])cc1)S(=O)(=O)c1ccc2ccccc2c1	2	-3	4	-0.7	31	-4	0	i	-4
Cc1cccc(C(=O)N[C@H](C(=O)Nc2cc(S(=O)(=O)N3CCCCC3)ccc2C)C(C)C)c1	1	-3	-19	-1.5	1	-5	-26	i	16
CCN(CC)CCNC(=O)c1cc2c(-c3cccc(OC)c3)nn(C)c2s1	-2	2	3	0.9	-3	2	5	·	22
O=C(O)COc1ccccc1/C=N/NC(=O)c1cccc(S(=O)(=O)N2CCOCC2)c1	-6	-5	-9	1.7	-2	-4	-3	i	7
CCC(C)N(C(=O)c1csnn1)C(C(=O)NCc1ccc(F)cc1)c1ccco1 (stereo not drawn)	-1	-3	6	-0.9	-9	-2	-3	i	13
CC(OC(=O)c1cc2ccccc2[nH]1)C(=O)N(C)c1ccccc1 (stereo not drawn)	1	3	2	0.3	1	0	-2	i	-8
COc1cccc2c1OC[C@@H](CO)[C@H]2N(C)C(=O)Nc1ccc(Cl)cc1Cl	2	-3	5	-0.1	-1	-10	32*	i	-6
Cc1cc(=S)cc(C)n1CCO	-3	-12	-3	0.9	-1	0	2	i	1
CC(CNS(=O)(=O)c1ccccc1)(c1ccccc1)N1CCOCC1 (stereo not drawn)	2	-11	-3	-0.1	-7	-2	-6	i	-1

Source: PubChem BioAssay
